Screens as filed in PubChem.
FadD28 FP inh: inhibitors of FadD28 bisubstrate probe binding, primary screen, biochemical, fluorescence polarization, single point; Mycobacterium tuberculosis FadD28 fatty-acid-AMP ligase; inhibition, % at 12.5 µM; hit rate 0.22% among 360,000; AID 588549, 2011; in the data active = inhibition above about 8.5%, passing the limit was not always enough; inconclusive = no clear call, values can overlap the other calls
PrPC TRFRET: inhibitors of human cell surface prion protein PrPC, primary screen, cell-based, TR-FRET. Major prion protein (Homo sapiens), P04156. TR-FRET read-out. inhibition, % at 13.8 µM. hit rate 0.43% among 370,000. AID 720596, 2013; in the data active = inhibition above about 24%; note: 0% = median of the test wells and 100% = reference compound wells
GDH-TPI inh: GDH-TPI coupling enzyme inhibitors, primary screen, artefact control for M. tuberculosis FBA inhibitor project, biochemical, absorbance, full deck | GDH-TPI coupled enzyme counterscreen, NADH absorbance | inhibition, % at 4.8 µM | AID 588335, 2011 | hit rate 1.2% among 360,000; in the data active = inhibition above about 30%;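 note: 0% = DMSO wells and 100% = wells lacking the enzyme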
MazEF act: activators of E. coli MazEF toxin-antitoxin RNase, primary screen, biochemical, fluorescence, uHTS; FAM/BHQ RNA-DNA oligo cleavage fluorescence, 5 h; activation, % at 20 µM; hit rate 0.32% among 350,000; AID 504720, 2011; in the data active = activation above about 50%
Target sequence (P0AE70 whole entry, looked up): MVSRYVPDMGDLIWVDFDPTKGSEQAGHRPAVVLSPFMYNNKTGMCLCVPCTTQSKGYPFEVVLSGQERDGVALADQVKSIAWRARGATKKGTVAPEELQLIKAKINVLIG
Mtb FBA inh: Mtb FBA enzyme inhibitors, primary screen, biochemical, fluorescence, strain H37Rv; purified M. tuberculosis FBA, fluorescence read-out; Fructose-bisphosphate aldolase (Mycobacterium tuberculosis (strain ATCC 25618 / H37Rv)), …; hit rate 2.3% among 360,000; inhibition, % at 1 µM; in the data active = inhibition above about 27%;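 note: 0% = vehicle and 100% = reference inhibitor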
Target sequence (P9WQA3 whole entry, looked up): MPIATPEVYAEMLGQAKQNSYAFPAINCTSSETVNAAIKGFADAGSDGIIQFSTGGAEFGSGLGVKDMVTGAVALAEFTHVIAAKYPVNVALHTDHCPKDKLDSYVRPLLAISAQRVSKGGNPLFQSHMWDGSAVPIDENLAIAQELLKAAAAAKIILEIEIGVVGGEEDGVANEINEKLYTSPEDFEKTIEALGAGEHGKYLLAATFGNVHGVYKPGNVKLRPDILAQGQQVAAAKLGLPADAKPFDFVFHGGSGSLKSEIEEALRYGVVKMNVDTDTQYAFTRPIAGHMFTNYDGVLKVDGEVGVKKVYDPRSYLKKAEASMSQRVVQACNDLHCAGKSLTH
BoNT F protease: BoNT/F light chain protease inhibitors, primary screen, biochemical, flow cytometry, MLPCN library; Multiplex microsphere protease cleavage assay; hit rate 0.22% among 360,000; inhibition, % at 10 µM; in the data active = inhibition above about 35%, passing the limit was not always enough; inconclusive = no clear call, values can overlap the other calls; note: plate controls were buffer without enzyme for full effect and enzyme alone for no effect
Mtb UGM inh: M. tuberculosis UGM enzyme inhibitors, primary screen, biochemical, fluorescence polarization, single point; inhibition, % at 10 µM; purified UGM, fluorescence polarization probe displacement; hit rate 0.06% among 320,000; AID 504406, 2011; in the data active = inhibition above about 10%, passing the limit was not always enough; inconclusive = no clear call, values can overlap the other calls
Target sequence (P9WIQ1 whole entry, looked up): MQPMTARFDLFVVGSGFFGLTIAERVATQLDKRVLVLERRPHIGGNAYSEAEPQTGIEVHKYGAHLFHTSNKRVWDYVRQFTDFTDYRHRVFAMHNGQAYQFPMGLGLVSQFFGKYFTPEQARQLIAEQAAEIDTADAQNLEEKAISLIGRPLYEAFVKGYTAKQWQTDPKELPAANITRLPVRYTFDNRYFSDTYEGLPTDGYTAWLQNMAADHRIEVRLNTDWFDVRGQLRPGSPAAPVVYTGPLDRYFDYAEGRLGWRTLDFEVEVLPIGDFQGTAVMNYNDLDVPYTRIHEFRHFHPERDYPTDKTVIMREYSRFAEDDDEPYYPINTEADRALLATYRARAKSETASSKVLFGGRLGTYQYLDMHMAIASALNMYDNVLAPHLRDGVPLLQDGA
BioA inh: M. tuberculosis BioA enzyme inhibitors, primary screen, biochemical, plate reader, single point, HTS; 7,8-diaminopelargonic acid synthase BioA (Mycobacterium tuberculosis); purified M. tuberculosis BioA enzyme; inhibition, % at 9.99 µM; hit rate 0.096% among 360,000; in the data active = inhibition above about 40%; inconclusive = no clear call, values can overlap the other calls
Rv3671c inh: Rv3671c serine protease inhibitors, primary screen, biochemical, fluorescence polarization, M. tuberculosis H37Rv | inhibition, % at 5.96 µM | hit rate 0.048% among 320,000; in the data active = inhibition above about 38%;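 note: extracellular domain of Rv3671c used as enzyme; 0% = enzyme with DMSO and 100% = no enzyme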
* = called active by the depositor; ? = inconclusive; / = not tested or not shown. Rows are unselected; 4.8% or so of the library scored in one or more.

SMILES | FadD28 FP inh | PrPC TRFRET | GDH-TPI inh | MazEF act | Mtb FBA inh | BoNT F protease | Mtb UGM inh | BioA inh | Rv3671c inh
O=C(c1cc([N+](=O)[O-])ccc1Cl)N1CCN(c2ccccn2)CC1 | -1.9 | -14.6 | 3.8 | -9.1 | 1.8 | 1.1 | 0.7 | 2.5 | 5.9
O=C(NC1CCCCC1)[C@@H]1CC=C[C@@H]2CCN(C3CCCCC3)C(=O)[C@@H]21 | -2.2 | 6.1 | 0.8 | 1.6 | -0.1 | 1.3 | -0.4 | -0.9 | 4.2
Cc1cccc(C)c1OCc1nc2ccccc2c(=O)n1/N=C/c1ccc(OCC(=O)O)cc1 | -5.6 | 10.0 | 0.7 | -2.6 | 3.0 | 2.1 | 3.5 | / | -12.8
Cc1cc(C(=O)N(C)C2CCCCC2)no1 | 0.3 | 7.5 | -10.9 | 0.5 | 1.5 | 7.5 | 2.0 | -0.5 | 3.0
O=C(Nc1cccc2ccccc12)N(c1ccccc1)c1ccccc1 | 0.9 | -1.9 | 15.1 | 0.5 | 5.8 | 3.3 | / | / | /
CCOC(=O)COc1c(OC)cc(Cl)cc1C1Nc2ccccc2C(=O)N1c1cccc(C)c1 (stereo unspecified) | -1.0 | -0.8 | 0.8 | 6.1 | 17.5 | -2.7 | -0.8 | -0.3 | -8.0
O=C(CN1C(=O)C2C3C=CC(C3)C2C1=O)Nc1cccc2c1CCCC2 (stereo unspecified) | -2.1 | 0.6 | 11.0 | 2.3 | 2.5 | -3.4 | 2.1 | -0.8 | 0.6
COc1ccc(S(=O)(=O)Nc2cccc(C)c2C)c2cccnc12 | -5.4 | 0.8 | 0.4 | -20.7 | -3.6 | 9.2 | 1.2 | -0.6 | -2.3
Cc1cc(C)nc(NS(=O)(=O)c2ccc(NC(=O)C(C)C)cc2)n1 | -2.4 | 5.6 | -7.1 | 1.5 | 0.6 | 15.3 | 2.5 | -0.1 | 1.8
O=C(NCC(c1ccc(F)cc1)N1CCOCC1)c1cccnc1Sc1ccccc1 (stereo unspecified) | -3.5 | -4.0 | -0.7 | 2.2 | -1.7 | 1.3 | 0.5 | 1.0 | 9.6
COC(=O)c1cccc(NC(=O)CCSc2ccc(Cl)cc2)c1C | 0.6 | 3.5 | 8.8 | -1.2 | 0.2 | -3.2 | 0.2 | -1.8 | -0.7
CCCCNC1=CC(=O)C(NCCCC)=CC1=O | 0.5 | -35.4 | 25.5 | 2.0 | -2.7 | 0.8 | / | -2.9 | /

Whole records as entered above. Order of values: FadD28 FP inh | PrPC TRFRET | GDH-TPI inh | MazEF act | Mtb FBA inh | BoNT F protease | Mtb UGM inh | BioA inh | Rv3671c inh
O=C(CN1C(=O)C2C3C=CC(C3)C2C1=O)Nc1cccc2c1CCCC2 (stereo unspecified) in the list: -2.1 | 0.6 | 11.0 | 2.3 | 2.5 | -3.4 | 2.1 | -0.8 | 0.6
Cc1cccc(C)c1OCc1nc2ccccc2c(=O)n1/N=C/c1ccc(OCC(=O)O)cc1 in the list: -5.6 | 10.0 | 0.7 | -2.6 | 3.0 | 2.1 | 3.5 | / | -12.8
COc1ccc(S(=O)(=O)Nc2cccc(C)c2C)c2cccnc12 in the list: -5.4 | 0.8 | 0.4 | -20.7 | -3.6 | 9.2 | 1.2 | -0.6 | -2.3
O=C(Nc1cccc2ccccc12)N(c1ccccc1)c1ccccc1 in the list: 0.9 | -1.9 | 15.1 | 0.5 | 5.8 | 3.3 | / | / | /
O=C(c1cc([N+](=O)[O-])ccc1Cl)N1CCN(c2ccccn2)CC1 in the list: -1.9 | -14.6 | 3.8 | -9.1 | 1.8 | 1.1 | 0.7 | 2.5 | 5.9

(more compounds)
SMILES | FadD28 FP inh | PrPC TRFRET | GDH-TPI inh | MazEF act | Mtb FBA inh | BoNT F protease | Mtb UGM inh | BioA inh | Rv3671c inh
Cc1cccc(NC(=O)c2ccc(OCC3CCCO3)cc2)c1C (stereo unspecified) | -1.4 | 2.9 | 4.4 | 1.7 | 0.0 | -2.2 | -2.6 | / | -2.3
O=[N+]([O-])c1ccc(CN2CCC(Cc3ccccc3)CC2)cc1 | -2.0 | -6.5 | 6.8 | -0.4 | 1.8 | -16.1 | 2.0 | 3.2 | /
CCOc1ccc(C(=O)NNC(=O)C2CC(=O)N(c3ccc(C)cc3)C2)cc1 (stereo unspecified) | -0.2 | 1.0 | 1.7 | 6.3 | 0.7 | 12.7 | 4.1 | -0.9 | -0.2
CCCn1cnc2c(SCc3ccccc3Cl)nc(N)nc21 | -3.9 | 11.8 | 12.3 | 11.3 | -2.9 | 12.3 | / | -0.2 | /
Cc1ccc(C(=O)Nc2cccnc2)cc1S(=O)(=O)N1CCCCCC1 | -12.3 | 8.4 | 6.0 | 3.8 | 6.7 | 8.2 | 2.2 | 19.4 | -11.7
C/C(=C/c1ccccc1)C(=O)N1CCN(c2ccccc2)CC1 | -0.1 | -1.5 | -0.8 | 4.2 | 2.6 | -14.5 | -0.2 | 2.4 | -0.2
CCOC(=O)CSc1ccc(S(=O)(=O)N2CCCCC2)cc1[N+](=O)[O-] | -2.9 | 1.0 | 1.8 | 3.4 | 0.2 | -0.5 | 0.0 | -1.5 | 0.7
CC(=O)c1ccc(NC(=O)c2noc3c2CCC3)cc1 | -4.5 | 1.2 | -0.5 | 4.9 | -1.2 | 5.3 | 2.3 | 4.2 | -5.2
COc1cc(/C(C)=N/N2CCOCC2)cc(OC)c1OC | -1.9 | -5.8 | -1.9 | 8.8 | -0.2 | -11.6 | -1.9 | / | 2.1
Cc1ccc(CNC(=O)C2CCCN(C(=O)Nc3ccc(F)cc3)C2)cc1 (stereo unspecified) | -0.4 | 1.0 | -4.4 | 4.7 | 0.1 | -2.6 | 0.2 | 0.0 | -2.7
CC(C)c1ccc(NC(=O)COC(=O)COc2ccccc2)cc1 | 0.7 | -3.0 | 0.0 | -5.0 | -0.3 | 2.0 | 0.7 | / | 0.5
O=C1CC(c2c[nH]c3ccccc23)C(=O)N1 (stereo unspecified) | -3.3 | -4.2 | -1.2 | 3.4 | 3.1 | -5.6 | -2.0 | -0.6 | 3.8
Cc1cc(-c2n[nH]c(=S)n2/N=C/c2cccs2)n[nH]1 | -2.7 | -6.4 | -3.8 | 4.2 | 2.0 | 4.7 | 3.9 | / | -1.3
CC1(c2ccc3ccccc3c2)NC(=O)N(CC(=O)N2CCN(c3ccccc3O)CC2)C1=O (stereo unspecified) | -2.2 | 5.2 | 4.9 | 0.4 | 2.8 | 11.1 | -0.3 | -0.8 | 3.1
O=C(CCc1nc2ccccc2c(=O)[nH]1)Nc1cccc(S(=O)(=O)N2CCOCC2)c1 | -4.1 | 5.8 | 1.4 | 1.2 | -1.1 | 1.4 | / | 0.0 | 7.3
CCOC(=O)C1=NNC(C(=O)c2ccc(C)cc2)C1c1ccc(C)cc1 (stereo unspecified) | -1.2 | 4.2 | 11.1 | -6.4 | 1.5 | 2.0 | 2.7 | -1.1 | -8.3
CCCCOc1ccc(C(=O)N2CCCCCC2)cc1 | -1.5 | 2.3 | 8.5 | 0.3 | 2.1 | 8.9 | 1.7 | 0.4 | 3.4
O=S(=O)(N1CCCCC1)n1nnc2ccccc21 | -2.8 | -2.1 | 2.9 | -2.8 | -1.2 | -8.0 | 0.7 | -2.0 | -4.5
CCOC(=O)/C(=N/Nc1ccc(C)cc1)S(=O)(=O)c1ccc(Cl)cc1 | 1.1 | 6.4 | 11.7 | -18.3 | 2.0 | -10.0 | -0.9 | -3.6 | -8.2
NC1=NC2=C(CCCC2)C2(CCCCC2)S1 | 0.2 | 14.8 | 1.7 | 10.5 | 1.4 | -3.9 | -0.3 | -1.2 | -6.7
CCC1(C)Cc2c(sc3c2c(=O)n(C)c2nnc(SCc4ccc5c(c4)OCO5)n32)CO1 (stereo unspecified) | 0.3 | -3.2 | 7.1 | 24.4 | -0.8 | -0.5 | 1.2 | 0.9 | -2.8
Cc1cccc(NC(=O)c2ccc(Cl)nc2)n1 | -0.5 | 3.3 | -8.7 | 4.2 | -2.2 | -10.5 | -1.6 | 27.7 | 9.5
COCCNc1nc(NCc2cccc(OC)c2)c2sc(-c3ccccc3)cc2n1 | -4.9 | 0.2 | 1.3 | / | 3.6 | -14.0 | / | -1.0 | /
CC(=O)C(C)n1cnc2scc(-c3ccc(C)cc3)c2c1=O (stereo unspecified) | -2.8 | 5.2 | 5.7 | 9.8 | -0.7 | -6.9 | 0.3 | 0.3 | 4.8
CC1c2cccn2CCN1S(=O)(=O)c1ccccc1 (stereo unspecified) | -2.8 | -4.0 | 0.3 | -34.8 | 9.7 | -6.8 | 4.8 | 0.3 | 2.6
O=[N+]([O-])c1ccccc1-c1ccc(/C=N/n2cnnc2)o1 | -0.8 | -16.8 | 27.1 | 10.1 | -2.7 | -13.7 | -0.9 | 2.5 | 3.6
CCCOc1ccccc1/C=N/Nc1ccnc(=O)[nH]1 | / | -9.0 | 21.6 | 4.1 | -0.7 | 4.7 | 3.5 | 0.4 | 1.6
O=C(Nc1cccc(-c2csc(Nc3ccccc3)n2)c1)c1ccccc1 | 6.1 | 8.3 | 7.4 | 18.2 | -0.3 | -2.3 | 2.1 | -1.5 | -21.8
COc1ccc(CNC(=O)Nc2ccc(C)cc2C)cc1 | -5.0 | 1.1 | -7.9 | 8.8 | -4.2 | 9.9 | 2.5 | 0.2 | -9.1
O=C(O)c1cccc(NS(=O)(=O)c2ccc(-c3ccc(S(=O)(=O)Nc4cccc(C(=O)O)c4)cc3)cc2)c1 | -10.0 | 6.2 | 5.1 | -7.8 | 7.9 | -1.2 | 6.8 | / | -4.2
CCCc1nc2c(c(=O)c3ccccc3n2C)c(=O)n1-c1cc(C)cc(C)c1 | -2.0 | -4.0 | 14.7 | 9.7 | 0.6 | ? | -1.9 | / | -1.6
Cc1ccc(-n2c(=O)c3ccccc3n(CC(=O)C(C)(C)C)c2=O)cc1 | -1.7 | -1.7 | -2.5 | 6.3 | 0.8 | -11.5 | -1.0 | 0.6 | 9.0
COc1cccc(-n2c(CN3CCOCC3)nc3ccc([N+](=O)[O-])cc3c2=O)c1 | 0.3 | -23.1 | 8.2 | 5.2 | -0.2 | -4.0 | 0.3 | -1.9 | -13.1
COc1ccc(-c2nnc(COc3ccc4ccccc4c3)o2)cc1OC | -5.1 | -0.4 | -11.7 | 1.8 | 2.4 | 0.8 | 1.2 | / | -17.9
O=C(CSc1nc(Nc2ccccc2)nc(N2CCOCC2)n1)Nc1ccccc1Cl | -2.0 | 2.7 | -2.1 | -0.5 | 3.9 | -4.4 | 0.4 | -0.6 | -0.8
COc1ccc(COC(=O)c2cccc(S(=O)(=O)N3CCCC3)c2)cc1F | -2.1 | 0.1 | 4.5 | -2.5 | 0.6 | -2.9 | -0.9 | 1.0 | -8.4
O=C(COC(=O)C1CC2CCCC(C1)C2=O)NC(=O)c1ccc(OC(F)F)cc1 (stereo unspecified) | 0.0 | -2.2 | 9.3 | -4.3 | -0.4 | 1.4 | -4.4 | -0.6 | 4.1
CN(Cc1ccccc1NS(=O)(=O)c1ccc(Cl)cc1)C1CCCCC1 | -1.4 | -1.4 | -3.8 | -5.7 | 16.2 | -5.8 | 8.8 | 0.1 | -7.4
O=C(NCc1ccc2c(c1)OCO2)c1ccc2c(c1)OCCO2 | -2.0 | -5.9 | -6.8 | 3.1 | -0.3 | 4.7 | -0.1 | 1.1 | 0.2
Cc1ccc(N(C)C(=O)CCS(=O)(=O)c2cc3c(cc2Cl)NC(=O)CO3)cc1 | -0.2 | -5.0 | 0.5 | 2.8 | -2.1 | 4.6 | -3.2 | -3.4 | 10.7
COCCn1c(-c2ccc(OC(F)(F)C(F)C(F)(F)F)cc2)nc2c1c(=O)[nH]c(=O)n2CC(C)C (stereo unspecified) | 3.3 | 0.6 | -6.6 | 4.9 | 12.0 | -9.1 | 3.3 | / | -15.9
CC(C)c1ccccc1OCC(=O)Nc1nnc(C2CC2)s1 | -1.3 | 4.1 | 7.4 | 12.3 | 4.0 | / | / | -0.8 | /
